Assay outcomes as filed in PubChem.
TR SRC2 fluor cs: Total Fluorescence Counterscreen for Inhibitors of the Interaction of Thyroid Hormone Receptor and Steroid Receptor Coregulator 2. AID 1479, 2009. Potency, µM (series often up to 106 µM), for the others: at the highest dose fluorescence change, negative = quenching. TRb/SRC2 Texas Red total fluorescence interference. 0.29% of 280,000 active; active means well fitted curve in either direction with a large enough effect; inconclusive means small, poorly fitted or top-dose-only effect
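Human TRβ ligand-binding domain (0.6 uM) and Texas Red SRC2 peptide (20 nM) in Tris buffer with 1 uM T3 and 5% DMSO were incubated with pinned compound for 5 hr at ambient temperature. Total fluorescence was computed as S + 2P (555/632 nm).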
Tau ThT inhib: qHTS for Inhibitors of Tau Fibril Formation, Thioflavin T Binding; Microtubule-associated protein tau (Homo sapiens), P10636; recombinant tau K18 P301L (four-repeat tau fragment), heparin-induced fibrillization, ThT fluorescence; Potency, µM (doses to about 57.4 µM), inactives show at the highest dose activity, negative = inhibition, hits mostly inhibitors; 2.1% of 270,000 active; AID 1460, 2008; further: nearly all actives have a fitted effect of over 55% in size
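Heparin-induced fibrillization of the P301L-mutant K18 repeat-domain fragment of human tau was followed by ThT binding in quantitative high-throughput format.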
TRb SRC2 PPI: qHTS for Inhibitors of the Interaction of Thyroid Hormone Receptor and Steroid Receptor Coregulator 2. Thyroid hormone receptor beta (Homo sapiens), P10828. TRbeta-SRC2 peptide binding, fluorescence polarization; receptor liganded with 1 µM T3. Potency, µM (series often up to 106 µM), for the others: top-dose activity change, negative = inhibition, actives largely listed as inhibitors. 0.065% of 280,000 active. AID 1469, 2008;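 further: plate controls were bound peptide for no effect and peptide without receptor for full effect; nearly all actives have a fitted effect of over 50% in size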
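A fluorescence polarization screen tested compounds at multiple concentrations against complex formation between 0.6 uM TRb ligand-binding domain and 20 nM Texas Red SRC2 peptide, with 1 uM T3 present; readout after 5 hr.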
RGS12 GoLoco inh: qHTS Assay for Inhibitors of RGS12 GoLoco Motif Activity (Red Fluorophore) | Guanine nucleotide-binding protein G(i) subunit alpha-1 (Homo sapiens), P63096 | Potency, µM (titrated, usually from 61.6 µM), inactives show top-dose activity, negative = inhibition, hits mostly inhibitors | AID 880, 2007 | Gai1:RGS12 GoLoco peptide FP, rhodamine, 10 min | 0.44% of 230,000 active; active means well fitted inhibition curve with a large enough effect, not every such curve was filed as active; inactive means no such curve, though single readings can be large or run the other way; further: nearly all actives have a fitted effect of over 30% in size; many of its hits are not listed in these tables
JMJD2E inh: qHTS Assay for Inhibitors of Human Jumonji Domain Containing 2E (JMJD2E). AID 2147, 2009. Lysine-specific demethylase 4E (Homo sapiens), B2RXH2. Potency, µM (top dose mostly 57.1 µM), inactives show top-dose activity change, negative = inhibition, most hits filed as inhibitors. JMJD2E catalytic domain, FDH-coupled NADH fluorescence (FDH is formaldehyde dehydrogenase). 1.6% of 230,000 active; active means well fitted inhibition curve with a large enough effect, not every such curve was filed as active; inconclusive means small, poorly fitted or top-dose-only effect, or another doubt; inactive means no such curve, though single readings can be large or run the other way;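 further: 0% = wells with enzyme and -100% = buffer wells without enzyme; nearly all actives have a fitted effect of over 50% in size; many of its hits are not listed in these tables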
Target sequence (B2RXH2 1-337 limits assumed): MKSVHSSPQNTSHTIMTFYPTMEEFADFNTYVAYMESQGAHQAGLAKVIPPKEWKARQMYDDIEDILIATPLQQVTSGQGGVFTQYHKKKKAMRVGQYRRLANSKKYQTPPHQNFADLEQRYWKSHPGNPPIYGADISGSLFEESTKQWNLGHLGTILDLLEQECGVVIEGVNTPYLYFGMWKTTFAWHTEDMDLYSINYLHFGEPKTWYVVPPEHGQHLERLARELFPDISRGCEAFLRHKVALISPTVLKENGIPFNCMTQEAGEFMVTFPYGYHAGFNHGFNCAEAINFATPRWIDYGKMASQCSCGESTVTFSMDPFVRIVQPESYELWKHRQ
Tau FP inhib: qHTS for Inhibitors of Tau Fibril Formation, Fluorescence Polarization. Microtubule-associated protein tau (Homo sapiens), P10636. K18 P301L tau heparin fibrillization, Alexa594 FP, 6 h. Potency, µM (top dose mostly 57.7 µM), for inactives: at the top dose activity, negative = inhibition, usual class: inhibitors. 0.39% of 280,000 active. AID 1468, 2008; further: nearly all actives have a fitted effect of over 55% in size
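Human tau K18 […] P301L fragment, 15 uM unlabeled plus 0.24 uM Alexa 594-labeled tau (final), with compound and 20 uM heparin in 100 mM sodium acetate pH 7; 6 hr at 37 C, then Alexa 594 FP read.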
RECQ1 helicase: qHTS Assay for Inhibitors of RecQ-Like Dna Helicase 1 (RECQ1). AID 2549, 2010. RECQ1 DNA unwinding, red fluorescence kinetic read. ATP-dependent DNA helicase Q1 (Homo sapiens), P46063. Potency, µM (highest dose often 57.3 µM), without a hit: at the highest dose activity, negative = inhibition, actives largely listed as inhibitors. 0.54% of 240,000 active;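 further: plate controls were vehicle for no effect and no enzyme for full effect; nearly all actives have a fitted effect of over 30% in size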
Target sequence (P46063 whole entry, looked up): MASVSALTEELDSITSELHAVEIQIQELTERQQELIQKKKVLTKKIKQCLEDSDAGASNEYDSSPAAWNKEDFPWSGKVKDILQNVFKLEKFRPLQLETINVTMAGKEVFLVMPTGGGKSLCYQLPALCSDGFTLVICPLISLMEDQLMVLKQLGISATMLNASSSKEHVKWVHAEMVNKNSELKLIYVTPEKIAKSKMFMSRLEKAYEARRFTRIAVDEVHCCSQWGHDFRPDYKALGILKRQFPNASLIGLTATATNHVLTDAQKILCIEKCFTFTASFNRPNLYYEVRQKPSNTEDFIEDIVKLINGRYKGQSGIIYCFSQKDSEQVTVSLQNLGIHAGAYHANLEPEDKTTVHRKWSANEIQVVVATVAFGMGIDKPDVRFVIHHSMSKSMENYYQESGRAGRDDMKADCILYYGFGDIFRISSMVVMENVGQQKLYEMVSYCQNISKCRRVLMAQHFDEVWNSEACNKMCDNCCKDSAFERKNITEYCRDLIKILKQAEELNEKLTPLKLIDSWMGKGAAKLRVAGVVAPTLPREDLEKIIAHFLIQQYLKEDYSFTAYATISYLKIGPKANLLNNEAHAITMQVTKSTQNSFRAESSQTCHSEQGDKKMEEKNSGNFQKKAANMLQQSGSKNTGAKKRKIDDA
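RECQ1T1 50 nM; forked duplex (20 bp + 30-nt ss tails) 200 nM, ATP 2 mM final; pH 8.0, 2 mM MgCl2, 2.5 ug/ml poly(dI-dC); 15 min compound preincubation; discontinuous kinetic read over 2 h at RT.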
L3MBTL1 block: qHTS Assay for the Inhibitors of L3MBTL1; Potency, µM (doses to about 57.1 µM), for the others: at the highest dose activity, negative = inhibition, usual class: inhibitors; 0.66% of 230,000 active; Lethal(3)malignant brain tumor-like protein 1 (Homo sapiens), Q9Y468; AlphaScreen L3MBTL1–H3K9me1 peptide binding; further: nearly all actives have a fitted effect of over 60% in size
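First, the protein-peptide complex forms for 30 min at room temperature (L3MBTL1 50 nM, biotinylated H3K9me1 peptide 75 nM). Next, compounds are pin-transferred and incubated 30 min. Finally, AlphaScreen beads are added and read after 30 min.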
An asterisk follows results filed as active; i = inactive; ? = inconclusive; / = no result given; [ ] = another dose, or the depositor's remark. Unless noted, the call rests on the fitted dose curve; in most records, active means well fitted curve in the direction sought with a large enough effect; inconclusive means small, poorly fitted or top-dose-only effect, or another doubt; inactive means no such curve, though single readings can be large; an effect the other way counts as inactive or inconclusive. Unless noted, on the % scale 0 is the no-effect control and ±100 the full control effect; potency means the concentration at half of the fitted maximal effect. An excerpt; count on the stated rates, not on these rows.

Sequence of screens: TRb SRC2 PPI, RECQ1 helicase, TR SRC2 fluor cs, JMJD2E inh, RGS12 GoLoco inh, L3MBTL1 block, Tau FP inhib, Tau ThT inhib
CN(C)S(=O)(=O)N1CCN(S(=O)(=O)N2CCOCC2)CC1
    -0.4%, i, -4.5%, -5.6%, 13.0%, -3.7%, -4.7%, -0.1%
O=C(c1ccco1)N(c1ccccn1)c1ccccn1
    -20.6%, 7.3%, 0.4%, 4.2%, 7.8%, /, -0.5%, -1.8%
CCN(C(=O)c1cc2c(Cl)nc3ccccc3c2s1)c1cccc(Cl)c1
    -2.7%, /, -14.2%, /, /, /, 0.3%, 1.2%
O=C(NCc1cccs1)C1CCCN1C(=O)Nc1cccc(F)c1 (stereo not given)
    -1.7%, 8.7%, -0.8%, 1.3%, -2.4%, /, -0.4%, -3.0%
CCC1CCCCN1CCCNC(=O)CN1C(=O)c2cccnc2Oc2ccc(C)cc21 (stereo not given)
    -0.9%, /, 5.4%, /, /, /, -5.4%, 8.5%
Cc1ccc(Cn2cc(/C=C(/C#N)C(=O)Nc3cccc(Cl)c3)c3ccccc32)cc1
    -3.8%, /, ?, /, /, /, ?, -9.0%
CCOC(=O)C1CCN(C(=O)Cn2c(=O)cc(C)c3c(C)nn(C)c32)CC1
    -4.7%, /, -3.6%, /, /, /, -7.0%, -1.0%
Cc1cc(NS(=O)(=O)c2ccc(NC(=O)C(C)Oc3ccc4c(C)cc(=O)oc4c3)cc2)no1 (stereo not given)
    3.1%, 2.1%, -4.1%, ?, -2.4%, /, -6.9%, -1.4%
CCOC(=O)c1ccccc1NC(=O)c1cn(-c2ccc(C)c(C)c2)c(=O)c2ccccc12
    -4.9%, -8.1%, -0.3%, ?, 7.2%, -2.4%, -0.2%, -5.5%
CC(=O)Nc1cccc(NC(=O)CSc2ccc3nnc(CCNC(=O)c4ccccc4)n3n2)c1
    -2.0%, 0.7%, -2.7%, -0.2%, 7.2%, /, -0.7%, -5.2%
Cc1cc(C)c(NC(=O)Cc2ccc(-n3cccc3)cc2)c(C)c1
    4.6%, -2.7%, -2.0%, 3.0%, 14.8%, ?, 0.0%, 8.1%
O=S(=O)(c1ccccc1F)N1CCN(c2nc3ccccc3s2)CC1
    6.4%, -6.8%, 2.0%, -0.4%, 1.8%, -4.2%, -5.9%, -5.8%
CCOc1ccc(NC(=S)NCc2nc3ccccc3[nH]2)cc1
    5.1%, -13.4%, -1.9%, 3.7%, -2.8%, /, -1.7%, -15.9%
O=C(NCCN1CCOCC1)c1cc(-c2ccc(Br)cc2)on1
    -9.6%, i, 1.1%, 5.1%, 10.4%, 8.5%, -9.7%, -5.7%
CCc1nc2sc3ccccc3c(=O)c2c(=O)n1CCOC
    -0.5%, i, -3.2%, -4.6%, -18.7%, -0.2%, -1.9%, -4.0%
O=C(NCC1(c2ccccc2)CCCC1)c1ccc(Br)o1
    -0.9%, i, -1.2%, 7.2%, 0.0%, 4.1%, 9.9%, 0.7%
N#Cc1c(N)n[nH]c1CCCN
    -7.2%, 12.1%, 1.4%, 334.8%[activator], 4.3%, /, -4.4%, -5.0%
CC1=C(C(=O)OC(C)C)C(c2cccs2)N2C(=O)C(C)SC2=N1 (stereo not given)
    -0.9%, i, -0.8%, 4.3%, 7.5%, 1.1%, 3.5%, -9.6%
Nc1ncnc2c1ncn2[C@@H]1O[C@H](COP(=O)(O)O)[C@@H](O)[C@@H]1O
    -3.7%[53 µM], -3.1%[25.9 µM], -5.7%[53 µM], -8.6%[25.5 µM], 10.8%[21.6 µM], /, /, /
Cc1ccc(Cn2nc(C)c3cc(C(=O)OCC(N)=O)sc32)cc1
    10.2%, -5.0%, -1.4%, ?, -4.9%, /, -5.9%, -15.8%
CCOc1ccc(CCNC(=O)CCSCc2ccc(Cl)cc2)cc1OCC
    1.8%, /, -1.9%, /, /, /, -2.2%, -6.4%
O=C(CN1CCN(Cc2ccccc2)CC1)N1CCCc2c1c(=O)oc1ccc(O)cc21
    -0.6%, -9.4%, 0.0%, -8.9%, 11.8%, -1.1%, -12.8%, -4.9%
Cc1ccc(NC(=O)COC(=O)COc2ccc(Cl)cc2C)c([N+](=O)[O-])c1
    5.0%, ?, -0.5%, -4.1%, 4.4%, -21.3%, 14.5%, -15.7%
O=c1[nH][nH]c(=S)n1-c1ccccc1C(F)(F)F
    1.3%, 0.2%, -0.4%, 6.31µM*, -26.8%, 4.7%, -6.0%, ?
COc1cccc(-c2nc(CSCC(=O)N3CCc4ccccc43)c(C)o2)c1
    -2.8%, -6.5%, -4.2%, -7.8%, -12.7%, 13.4%, -6.1%, ?
CCC(C)NC(=O)C1CCN(c2nc(C)cc(C)n2)CC1 (stereo not given)
    -10.0%, -1.5%, -0.5%, ?, 7.4%, 5.7%, -2.9%, 3.6%
Cc1cc(C)n2nc(SCC(=O)N(C)c3ccccc3)nc2n1
    -8.4%, -6.3%, 1.1%, -3.5%, 1.4%, -9.3%, 5.4%, 3.8%
Cc1ccc(NC(=O)Nc2nnc(N3CCCC3)s2)cc1
    -9.1%, /, -0.3%, /, /, /, 8.1%, -6.4%
CC(SC1=NCCS1)C(=O)Nc1nnc(-c2ccc(F)cc2)s1 (stereo not given)
    2.5%, i, 0.5%, -1.3%, -1.8%, -3.3%, 5.7%, ?
COc1ccc(C(=O)N2N=C(c3cccc(OC)c3)CC2(O)C(F)(F)F)cc1 (stereo not given)
    2.8%, -0.7%, 0.6%, -23.2%, 1.0%, 13.7%, -5.3%, -16.0%

More structures follow.
Sequence of screens: TRb SRC2 PPI, RECQ1 helicase, TR SRC2 fluor cs, JMJD2E inh, RGS12 GoLoco inh, L3MBTL1 block, Tau FP inhib, Tau ThT inhib
COc1ccccc1CO/N=C/NC(=O)c1c(OC)ccnc1Oc1ccc(F)cc1
    -3.3%, -16.2%, -0.9%, -0.4%, -8.8%, -8.8%, -8.2%, -14.5%
CC1CCCN(c2nc(NCc3ccco3)nc(N)c2[N+](=O)[O-])C1 (stereo not given)
    2.1%[53 µM], -7.1%, -0.9%[53 µM], -4.4%, 0.5%, -1.8%, 2.9%, -4.6%
O=C(Cn1c(=O)nc(-c2ccccc2)c2ccccc21)Nc1cccc(C(F)(F)F)c1
    -3.1%, /, -2.3%, /, /, /, ?, -10.3%
Cc1ccc(-c2csc(N(CCc3ccccc3)C(=O)COc3ccccc3)n2)cc1
    1.8%, i, -2.3%, 3.6%, 7.6%, 4.6%, -4.2%, -5.9%
Cn1cccc1C(=O)C(=O)Nc1cccc(Cl)c1Cl
    -6.6%, -7.2%, 1.2%, 9.4%, -2.6%, -2.7%, 1.5%, -13.8%
CCOC(=O)Cc1csc(NC(=O)c2ccc(C)o2)n1
    2.8%, 1.0%, -2.3%, -5.2%, 24.4%, 4.4%, -1.3%, -12.2%
CC(C)(C)C1CCC(=NNC(=O)CN(c2ccccc2)S(C)(=O)=O)CC1 (stereo not given)
    -1.9%, 3.7%, -0.7%, -3.8%, 8.4%, 7.1%, -0.8%, -11.8%
COc1ccc2[nH]c3c(=O)n(CCCCC(=O)N4CCCC4)c(=S)[nH]c3c2c1
    -6.5%, -1.3%, -4.9%, -27.3%, -4.6%, -2.5%, -2.3%, -20.6%
CCCC(=O)Nc1cc(-c2nn(C)c(=O)c3ccccc23)ccc1N1CCOCC1
    3.5%, -12.1%, -4.2%, -0.9%, -0.5%, /, 10.9%, -1.6%
COc1ccc(-c2nc(C(N)=O)c3[nH]c(=O)n(-c4cccc(Cl)c4)c3n2)cc1OC
    -8.2%, -24.2%, 1.7%, 5.7%, -0.8%, 4.7%, -4.9%, ?
COc1cc(CNc2ccc3[nH]c(=O)[nH]c3c2)cc(Cl)c1OCc1ccccc1F
    -11.9%, /, -9.5%, /, /, /, 6.5%, ?
COC(=O)Cc1ccc(O)c(N)c1
    0.1%, i, -2.2%, 5.4%, 10.3%, 4.2%, -4.9%, -9.6%
CC(=O)C1=C(C)NC(=O)NC1c1ccc(OC2CCCC2)cc1 (stereo not given)
    -11.1%, -8.8%, 3.3%, -3.7%, 50.4%[activator], -2.4%, 5.6%, -6.2%
Cn1ncc(N=Cc2ccccc2)c1C(=O)Nc1cccc(Cl)c1
    -18.9%, i, 2.9%, 6.0%, 9.0%, -2.1%, -6.8%, -9.9%
COc1ccc2c(c1)C(=O)[C@H](OC(=O)NCc1ccco1)[C@@H](c1ccc(OC)c(Br)c1)O2
    4.2%, -5.8%, -2.0%, -23.8%, 2.6%, /, 1.9%, -13.8%
COc1ccc(N2CCN(c3oc(-c4ccccc4C)nc3S(=O)(=O)c3ccccc3)CC2)cc1
    -8.5%, /, 6.9%, /, /, /, 17.5%, 7.3%
CC(C)c1ccc(CNc2ccc(N3CCOCC3)cc2)cc1
    -15.6%, -3.2%, 2.2%, ?, -9.5%, ?, 1.1%, ?
Cc1ccc(NC(=O)CSC2=Nc3ccccc3C3CC=NN23)c(C)c1 (stereo not given)
    -18.1%, i, 2.1%, -18.0%, -5.3%, /, ?, ?
COc1cc(NC(=O)c2ccc(CNc3c(N4CCOCC4)c(=O)c3=O)cc2)cc(OC)c1
    6.8%, -2.7%, -5.0%, -2.7%, 18.6%, /, -5.0%, -15.3%
